Bioassay records deposited in PubChem by National Center for Advancing Translational Sciences (NCATS).
DRD3 antagonist: qHTS of D3 Dopamine Receptor Antagonist: qHTS; D(3) dopamine receptor (Homo sapiens), P35462; D3R cells, DiscoveRx beta-arrestin luminescence, antagonist mode; hits give low values; max response, negative = inhibition, %; 360,000 compounds, 2.5% hits; in the data active = max response below about -50%; inconclusive = no clear call, values can overlap the other calls; note: % is set by controls: 0 for no effect and ±100 for the full control effect; mostly tested at two doses, the higher about 12 µM
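Cells expressing the human receptor were seeded at 1500 cells/well, incubated overnight at 37 degrees C in 5% CO2, then exposed to library compounds with dopamine controls for 90 minutes at 37 degrees C before luminescent detection.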
EPAC2 agonist: qHTS for Agonist of cAMP-regulated guanine nucleotide exchange factor 4 (EPAC2): primary screen. Rap guanine nucleotide exchange factor 4 (Homo sapiens), Q8WZA2. EPAC2 activation, biochemical qHTS; response scale: 100% = 6.5 mM cAMP response. Potency, µM (doses to about 154 µM), for the others: at the highest dose activation, most hits filed as activators. 360,000 compounds, 0.079% hits. AID 720711, 2013; note: potency is the fitted concentration of half-maximal effect; nearly all actives have a fitted effect of over 50% in size
Target sequence (Q8WZA2 whole entry, looked up): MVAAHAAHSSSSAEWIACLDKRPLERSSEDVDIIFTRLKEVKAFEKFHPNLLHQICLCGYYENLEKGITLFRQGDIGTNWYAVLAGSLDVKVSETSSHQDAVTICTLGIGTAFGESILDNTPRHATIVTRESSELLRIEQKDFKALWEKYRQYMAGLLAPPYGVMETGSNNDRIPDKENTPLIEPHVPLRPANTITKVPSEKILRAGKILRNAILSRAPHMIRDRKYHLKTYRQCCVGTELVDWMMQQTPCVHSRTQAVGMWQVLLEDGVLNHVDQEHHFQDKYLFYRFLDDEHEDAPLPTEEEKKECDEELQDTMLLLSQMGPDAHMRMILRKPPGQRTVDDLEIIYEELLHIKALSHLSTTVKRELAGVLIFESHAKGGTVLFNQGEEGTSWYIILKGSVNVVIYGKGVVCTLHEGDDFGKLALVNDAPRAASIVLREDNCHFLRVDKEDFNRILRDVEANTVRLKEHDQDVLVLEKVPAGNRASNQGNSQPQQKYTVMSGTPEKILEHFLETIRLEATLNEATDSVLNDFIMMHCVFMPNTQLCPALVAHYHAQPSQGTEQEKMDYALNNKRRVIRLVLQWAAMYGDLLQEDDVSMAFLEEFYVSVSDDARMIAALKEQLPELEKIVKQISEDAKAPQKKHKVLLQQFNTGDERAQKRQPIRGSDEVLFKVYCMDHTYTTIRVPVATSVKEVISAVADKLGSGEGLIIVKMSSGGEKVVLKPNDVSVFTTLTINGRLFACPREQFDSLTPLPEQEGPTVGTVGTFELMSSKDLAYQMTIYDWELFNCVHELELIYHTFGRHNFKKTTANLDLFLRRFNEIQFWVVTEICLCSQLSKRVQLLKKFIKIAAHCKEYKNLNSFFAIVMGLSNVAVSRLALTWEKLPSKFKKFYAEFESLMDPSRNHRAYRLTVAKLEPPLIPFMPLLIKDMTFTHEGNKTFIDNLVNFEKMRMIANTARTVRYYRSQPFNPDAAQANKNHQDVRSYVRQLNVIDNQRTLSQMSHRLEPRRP
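Exchange assay: 100 nM EPAC2 with 250 nM Rap1B-BODIPY-GDP and 50 uM GDP. Fluorescence (ex 480/em 540 nm) read every 5 min for 30 min at room temperature. Data normalized to 6.5 mM cAMP as agonist control.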
aSyn yeast inh: qHTS of alpha-syn Inhibitors. Yeast expressing alpha-synuclein, growth rescue, BacTiter-Glo, 24 h. Potency, µM (doses to about 46.1 µM), inactives show top-dose growth rescue (activation), actives largely listed as activators. 370,000 compounds, 0.14% hits; note: potency is the fitted concentration of half-maximal effect; % of control where 0% means no effect; nearly all actives have a fitted effect of over 65% in size
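Readout is rescue of growth in alpha-synuclein-expressing yeast, so inhibitors of toxicity appear as activators. Growth after 24 hr at 30 deg C in galactose medium is quantified by luminescence.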
EPAC2 antagonist: qHTS for Antagonist of cAMP-regulated guanine nucleotide exchange factor 2 (EPAC2): primary screen; Rap guanine nucleotide exchange factor 4 (Homo sapiens), Q8WZA2; EPAC2 GEF exchange of Rap1B-BODIPY-GDP, fluorescence; Potency, µM (titrated, usually from 114 µM), inactives show top-dose activity, negative = inhibition, most hits filed as inhibitors; 360,000 compounds, 0.18% hits; note: potency is the fitted concentration of half-maximal effect; % is set by controls: 0 for no effect and ±100 for the full control effect; nearly all actives have a fitted effect of over 45% in size; many of its hits are not listed in these tables
D3 ag: qHTS of D3 Dopamine Receptor Agonist: qHTS; max activation, %; D(3) dopamine receptor (Homo sapiens), P35462; D3R DiscoveRx beta-arrestin cells, luminescence, 90 min; 410,000 compounds, 0.58% hits; in the data active = max activation above about 30%; note: 0% is about no effect; mostly tested at two doses, the higher about 12 µM
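Agonist mode: compounds and dopamine controls were applied to plated cells for 90 min at 37 degrees C after an overnight attachment at 1500 cells/well. Luminescent read-out followed 30 - 60 minutes at room temperature with DiscoveRx detection reagent.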
TDP43 rescue: qHTS of TDP-43 Inhibitors | TDP-43 expressing yeast growth rescue, BacTiter-Glo, 24 h | Potency, µM (highest dose often 46.1 µM), without a hit: at the highest dose growth rescue (activation), hits mostly activators | AID 652104, 2013 | 410,000 compounds, 1.8% hits; note: potency is the fitted concentration of half-maximal effect; % of control where 0% means no effect; nearly all actives have a fitted effect of over 50% in size
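Yeast expressing TDP-43 (pregrown in raffinose, seeded at OD600=0.02 in galactose medium) exposed to compounds 24 hr at 30 deg C. Growth read by BacTiter-Glo luminescence; rescue of toxicity appears as increased signal.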
Abeta yeast res: qHTS for compounds that reverse cellular toxicity of Amyloid beta (A-beta) peptide in yeast: Primary Screen | Potency, µM (top dose mostly 46.1 µM), for inactives: at the top dose growth rescue, hits mostly activators | yeast expressing A-beta42, growth rescue, OD600, 48 h; response scale: 0% DMSO, 100% iron-clioquinol control | AID 1347071, 2019 | 410,000 compounds, 0.063% hits; note: potency is the fitted concentration of half-maximal effect; nearly all actives have a fitted effect of over 55% in size
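Yeast A-beta toxicity model in growth medium with pinned compounds, 48 h at 30 C; growth read as absorbance at 600 nm. Normalized to FeCl3/clioquinol equimolar mix (positive) and DMSO (negative).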
FUS suppressor: qHTS for Suppressors of FUS Proteinopathy: Primary screen using FUS-linked yeast assay. S. cerevisiae FUS-expressing, growth rescue, OD600, 24 h. Potency, µM (titrated, usually from 76.6 µM), for inactives: at the top dose growth rescue (activation), hits mostly activators. 390,000 compounds, 0.24% hits;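 note: potency is the fitted concentration of half-maximal effect; plate controls were DMSO vehicle for no effect and reference control for full effect; nearly all actives have a fitted effect of over 55% in size; some results filed as inactive show a strong effect at the top dose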
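Quantitative HTS measuring growth restoration of FUS-toxic yeast. Galactose-induced cells (OD 0.005) were exposed 24hr at 30C to compounds at several concentrations, then absorbance at 600 nm was recorded.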
Starred values were filed as active, the others as inactive; ? = inconclusive; / = no result given; & = joins results of further samples; [ ] = dose if it differs, or a comment. Unless noted, calls come from the whole dose curve; as a rule, active = well fitted curve in the direction sought with a large enough effect; inconclusive = small, poorly fitted or top-dose-only effect, or another doubt; inactive = no such curve, though single readings can be large; an effect the other way counts as inactive or inconclusive. A portion of the library, so the mix of outcomes need not match the whole.

Value order – EPAC2 antagonist	DRD3 antagonist	Abeta yeast res	D3 ag	FUS suppressor	EPAC2 agonist	TDP43 rescue	aSyn yeast inh
O=C(c1ccccc1NS(=O)(=O)c1ccc(Br)cc1)N1CCOCC1
 : 8%	0	0%	-15	/	5%	-23%	1%
COc1cccc(C2C(C#N)=C(N)OC3=C2C(=O)CCC3)c1OC(=O)c1ccco1 (stereo unspecified)
 : -6%	-24	9%	-7	6%	1%	-9%	?
CC(=O)N1CCc2cc(CNS(=O)(=O)c3ccc(Cl)s3)ccc21
 : /	/	1%	2	24%	/	?	/
CN(C)c1ccc(P(=O)(OC2CCCCC2)C(O)c2ccncc2)cc1 (stereo unspecified)
 : 14%	18	-2%	9	5%	7%	5%	0%
COc1ccc(C2=Nn3c(nnc3-c3ccccc3Cl)SC2)cc1OCC1CC1
 : -28%	/	2%	/	13%	15%	/	/
Cc1cc(C)cc(NC(=O)c2cc(S(=O)(=O)N3CCCC3)cn2C)c1
 : 5%	1	-12%	-2	2%	6%	-4%	-20%
Nc1cc(N)nc(SCC(=O)NCc2ccc3c(c2)OCO3)n1
 : 6%	0	8%	1	11%	7%	21%	3%
CCN(CC)c1ccc(NC(=O)Nc2cccc(C(C)=O)c2)cc1
 : -14%	-29	-5%	0	42%	21%	-3%	-5%
CC1CCN(C(=O)c2cc(-c3ccc(Cl)cc3)on2)CC1
 : /	/	-18%	-2	12%	/	11%	/
NC(=O)Oc1cccc(OC(N)=O)c1
 : -11%	-2	-1%	3	-22%	5%	14%	6%
C=CCn1c(SCC(=O)Nc2ccc(O)cc2)nc2sc(C)c(C)c2c1=O
 : 2%	-7	0%	5	4%	11%	-19%	1%
O=C(NN=C(Cc1ccccc1)Cc1ccccc1)c1ccccc1F
 : 1%	-14	-10%	-5	2%	11%	13%	-3%
CCc1cccc(C)c1N1C(=O)CC(C)(C)CC1=O
 : 20%	-12	6%	0	-7%	7%	7%	3%
Cc1cc(NS(=O)(=O)c2ccc(NC(=O)CN3C(=O)NC(C)(c4ccccc4)C3=O)cc2)nc(C)n1 (stereo unspecified)
 : 7%	9	13%	5	13%	0%	15%	-3%
C=C(C(=O)c1ccccc1)C(NC(C)(C)C)c1ccccc1 (stereo unspecified)
 : -4%	-18	1%	-16	/	14%	14%	-4%
CCOC(=O)N1CCC2(CC1)C(C#N)=C(N)Oc1n[nH]c(C)c12
 : 12%	55	-3%	-3	-8%	14%	-6%	-7%
CC(C)(C)NS(=O)(=O)c1cccc(S(=O)(=O)c2cccc(S(=O)(=O)NC(C)(C)C)c2)c1
 : -4%	-122*	-2%	-10	31%	7%	-25%	1%
CCCc1cc(=O)oc2cc(OCC(=O)NCC3CCC(C(=O)O)CC3)ccc12 (stereo unspecified)
 : 5%	4	-13%	1	0%	-4%	-22%	-8%
COc1ccc(CCN2C(=O)NC(NS(=O)(=O)c3ccccc3)(C(F)(F)F)C2=O)cc1OC (stereo unspecified)
 : 1%	-17	4%	3	1%	7%	-6%	-1%
COc1cccc(/C=C2/Oc3ccccc3N(CC(=O)NCC3CCCO3)C2=O)c1 (stereo unspecified)
 : 10%	20	2%	0	0%	-7%	-6%	-10%
Nc1ccc(Oc2ncccn2)c(Cl)c1
 : 15%	-14	4%	-2	5%	9%	12%	-11%
Cc1ccc2[nH]c(C)c(CCNC(=O)NC3CCCCC3)c2c1
 : 8%	9	-12%	8	0%	-2%	16%[9.22 µM]	-6%
Nn1c(Cc2ccccc2F)nnc1SCn1nnc2ccccc2c1=O
 : 1%	-3	21%	0	7%	-4%	3%	0%
Cc1ccc(N2C(=O)CSC23C(=O)N(CC(=O)NCCc2ccccc2)c2ccccc23)cc1 (stereo unspecified)
 : /	/	-5%	1	-3%	/	0%	0%
CCOC(=O)N1CCN(C(=O)CN(Cc2ccc(Cl)cc2)S(C)(=O)=O)CC1
 : 9%	6	40%	-2	-6%	-2%	21%	5%
N#CCc1nnc2n1-c1ccccc1CCC2
 : -3%	8	4%	-9	11%	8%	-12%	-8%
CCN(CC)CCNC(=O)C1CCC(=O)N(c2ccc(OC)cc2)C1c1ccc(F)cc1 (stereo unspecified)
 : 1%	-67*	-4%	-10	11%	6%	-11%	-4%
COc1ccc(S(=O)(=O)N2CCC(C(=O)Nc3ccc(OC)c(OC)c3)CC2)cc1C
 : 22%	71	9%	-3	/	-7%	-6%	-3%
COC(=O)c1ccc(NS(=O)(=O)c2cccc3cccnc23)cc1
 : 11%	-3	-2%	0	23%	-1%	-11%	-2%
COc1ccc(N2CCN(CC(=O)Nc3ccccc3C(=O)NC(C)c3ccccc3)CC2)cc1 (stereo unspecified)
 : 7%	41	3%	8	27%	10%	24%	0%
CN(C)CCOCCP(=O)(c1ccccc1)c1ccccc1
 : -4%	-20	11%	-6	6%	11%	24%	5%
S=c1[nH]ncn1/N=C/c1ccc(Br)cc1
 : -2%	-109*	4%	-10	-12%	5%	18%	7%
COc1ccccc1S(=O)(=O)Cc1ccc(C(=O)NCC(OC)OC)o1
 : 8%	8	-3%	2	-34%	15%	22%	0%
Cc1c(Cl)cccc1NC(=S)NNS(=O)(=O)c1ccc([N+](=O)[O-])cc1
 : 5%	-2	16%	0	16%	-3%	17%	-9%
CCOC(=O)c1c(NC(=O)Cc2ccccc2)sc2c1CCN(C)C2
 : -8%	?	-5%	-11	-16%	-1%	1%	-4%
COc1ccccc1Nc1nn2c(=O)c3ccc(C(=O)NCc4cccs4)cc3nc2s1
 : /	/	7%	2	30%	/	16%	/
CCOC(=O)c1c(NC(=O)/C=C/c2ccc(C)cc2)sc2c1CCCC2
 : /	/	-11%	6	-24%	/	20%	/
O=C(CSc1nnc(-c2ccccn2)n1Cc1ccccc1)N1CCOCC1
 : -2%	2	-9%	2	9%	6%	-9%	0%
Cc1ccc(Cl)cc1NC(=O)Cn1c(=O)n(C(C)C)c(=O)c2oc3ccccc3c21
 : /	/	1%	1	-25%	/	20%	/
COc1ccccc1NC(=O)c1c(NC(=O)Cc2ccccc2)sc2c1CCC(C(C)(C)C)C2 (stereo unspecified)
 : /	/	-18%	-14	14%	/	8%	/
Cc1cc(C)c(Cn2c(C3CC(=O)N(c4ccc(F)cc4)C3)nc3ccccc32)c(C)c1 (stereo unspecified)
 : /	/	-6%	4	15%	/	3%	/
COc1ccc(-n2nc(C(N)=O)c(O)cc2=O)cc1
 : 6%	10	-5%	4	4%	2%	-12%	0%
CCC(Sc1nc(N)c(NC(=O)c2ccc(Br)o2)c(=O)[nH]1)C(=O)O (stereo unspecified)
 : 0%	5	-11%	0	19%	8%	0%	-1%
CC(=O)N1CCN(c2csc3ccc(F)cc3c2=O)CC1
 : /	/	0%	7	13%	/	-18%	/
CC(NC(=O)CN1CCN(CC(=O)Nc2ccccc2Cl)CC1)c1ccc(Br)cc1 (stereo unspecified)
 : -3%	0	7%	5	/	2%	-2%	6%
CCc1ccccc1NC(=O)c1ccc(F)c(S(=O)(=O)N2CCN(c3ccccc3OC)CC2)c1
 : /	/	8.9µM*	2	?	/	23%	/
O=C(CSc1nc(-c2ccco2)cc(C(F)(F)F)n1)N1CCN(c2cccc(Cl)c2)CC1
 : -11%	20	-2%	8	30%	-84%[15.6 µM]	-18%	10%
Cc1cc(N2CCCCC2)nc(-c2ccc(Br)cc2)n1
 : -20%	39	-2%	-2	-37%	12%	21%	1%
CCN(CC)Cc1c(C(=O)N2CCc3ccccc3C2)nc2ccc(Cl)cn12
 : 14%	-6	-19%	-3	17%	22%	-14%	-4%
O=C(CSc1nnc(Cc2ccccc2)o1)NCCc1ccccc1
 : -7%	-20	-16%	-11	31%	-1%	-11%	9%
Cc1ccc(-c2n[nH]c3c2C(c2ccc(C(C)(C)C)cc2)NC3=O)cc1 (stereo unspecified)
 : /	/	-10%	3	-18%	/	1%	/
O=C(NNC(=O)c1ccccc1-n1cccc1)c1ccc(F)cc1
 : 11%	16	-2%	3	15%	5%	-13%[0.397 µM]	7%
CN(C1CCCCC1)S(=O)(=O)c1ccc(C(=O)N2CCN(c3nc4ccccc4s3)CC2)cc1
 : 19%	-3	-13%	-2	/	-4%	-2%	8%
S=C1COC(c2ccccc2)N1c1ccccc1 (stereo unspecified)
 : 1%	6	2%	-4	3%	-2%	18%	-1%
COc1cc2c(cc1OC)[C@@H](NC(=O)c1ccc(C(F)(F)F)cc1)[C@H](OCc1ccccc1)C2
 : -8%	21	-11%	-15	4%	-10%	-2%	1%
CCOC(=O)/C(N)=C/c1ncc(C(F)(F)F)cc1Cl
 : -2%	-14	10%	-7	-14%	-17%	24%	2%
COc1ccc(-c2nc(CCNC(=O)c3cccs3)cs2)cc1
 : -2%	?	-59%&-48%[inhibitor]	-15&4	22%&9%	12%	?	-31%[inhibitor]
